Assay outcomes as filed in PubChem BioAssay.
Cycloheximide cs: counter-screen for Shiga toxin inhibitors: cycloheximide protein synthesis inhibition; cell reporter, cycloheximide protein synthesis inhibition counterscreen; max response, %; 12% of 300,000 active; in the data active means max response mostly above about 13%, no sharp cut-off; inactive means mostly below about 14%; further: read at 38.3 µM for the half of the compounds with a filed dose; 0% is about no effect
AMA1 RON2 block: inhibitors of Plasmodium falciparum AMA1-RON2 interaction | AlphaScreen AMA1-biotinylated RON2 peptide binding | Potency, µM (doses to about 58.2 µM), inactives show at the top dose activity change, negative = inhibition, hits mostly inhibitors | 0.2% of 360,000 active;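 further: potency means the concentration at half of the fitted maximal effect; 0% = vehicle wells and -100% = peptide control; nearly all actives have a fitted effect of over 45% in size; some results filed as inactive show a strong effect at the top dose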
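AMA1 (3D7) with his tag at 25 nM final met compounds first, then biotinylated RON2 peptide at 25 nM; detection used donor plus acceptor beads, 10 µg/mL apiece, read by AlphaScreen after 30 min at room temperature.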
Shiga inhibitor: Shiga toxin inhibition. Vero cells, Shiga toxin protein synthesis inhibition reporter. inhibition, % at 38.7 µM. 9.2% of 290,000 active; in the data active means inhibition mostly above about 28%, no sharp cut-off; inactive means mostly below about 43%; further: 0% is about no effect
AmpC inh detg: AmpC beta-lactamase inhibition with detergent present; P00811; AmpC hydrolysis of nitrocefin, absorbance 480 nm, 0.01% Triton; Potency, µM (top dose mostly 114 µM), for the others: at the highest dose activity change, negative = inhibition, most hits filed as inhibitors; 0.041% of 370,000 active; AID 485294;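 further: potency means the concentration at half of the fitted maximal effect; 0% = no-compound wells and -100% = no-enzyme wells; nearly all actives have a fitted effect of over 25% in size; some results filed as inactive show a strong effect at the top dose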
Target sequence (P00811 whole entry, looked up): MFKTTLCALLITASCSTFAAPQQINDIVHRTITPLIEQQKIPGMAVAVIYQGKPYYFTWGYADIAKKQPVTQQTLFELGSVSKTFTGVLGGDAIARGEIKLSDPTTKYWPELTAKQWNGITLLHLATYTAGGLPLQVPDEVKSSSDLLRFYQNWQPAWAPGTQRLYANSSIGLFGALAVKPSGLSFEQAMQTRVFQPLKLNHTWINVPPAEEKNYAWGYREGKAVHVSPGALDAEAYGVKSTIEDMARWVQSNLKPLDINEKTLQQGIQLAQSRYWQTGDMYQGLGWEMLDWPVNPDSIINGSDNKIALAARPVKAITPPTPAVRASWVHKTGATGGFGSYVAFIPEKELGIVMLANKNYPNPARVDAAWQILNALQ
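20 mM phosphate pH 7.0 + 0.01% (detergent screen) or 0.0001% Triton X-100; 5.3 nM AmpC reagent; cpd preinc 15 min RT; nitrocefin (800 uM stock) to start; A480 q20 s × 4 min; Activity was normalised to no-enzyme and no-compound control wells.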
HCMV inh: blocks human cytomegalovirus replication | HFF cells, HCMV-luciferase reporter, 72 h; active compounds read low | activity change, negative = inhibition, % at 57.5 µM | 4.5% of 410,000 active; in the data active means activity change below about -60%; inconclusive means no clear call, values can overlap the other calls; inactive means above about -39%; further: on the % scale 0 is the no-effect control and ±100 the full control effect
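Cell-based, HFFs, 1000 cells/well, 16 h 37C; cpds in DMSO + HCMV-luc, MOI 1 PFU/cell; 72 h 37C; OneGlo luminescence after 5 min RT; norm. to buffer vs Salinomycin 10uM.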
AmpC no deterg: AmpC beta-lactamase inhibition without detergent | P00811 | AmpC nitrocefin hydrolysis, absorbance 480 nm, 0.0001% Triton | Potency, µM (highest dose often 57.1 µM), inactives show at the highest dose activity change, negative = inhibition, most hits filed as inhibitors | 0.52% of 330,000 active | AID 485341;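 further: potency means the concentration at half of the fitted maximal effect; plate controls were no compound for no effect and no enzyme for full effect; nearly all actives have a fitted effect of over 20% in size; some results filed as inactive show a strong effect at the top dose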
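20 mM phosphate pH 7.0 + 0.01% (detergent screen) or 0.0001% Triton X-100; 5.3 nM AmpC reagent; cpd preinc 15 min RT; nitrocefin (800 uM stock) to start; A480 q20 s × 4 min; Activity was normalised to no-enzyme and no-compound control wells.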
Giardia FBPA inh: blocks Giardia fructose-bisphosphate aldolase activity. A8B2U2. purified Giardia FBPA. Potency, µM (highest dose often 59.6 µM), without a hit: top-dose activity, negative = inhibition, actives largely listed as inhibitors. 0.71% of 290,000 active. AID 2451; further: potency means the concentration at half of the fitted maximal effect; on the % scale 0 is the no-effect control and ±100 the full control effect; nearly all actives have a fitted effect of over 55% in size
Target sequence (A8B2U2 whole entry, looked up): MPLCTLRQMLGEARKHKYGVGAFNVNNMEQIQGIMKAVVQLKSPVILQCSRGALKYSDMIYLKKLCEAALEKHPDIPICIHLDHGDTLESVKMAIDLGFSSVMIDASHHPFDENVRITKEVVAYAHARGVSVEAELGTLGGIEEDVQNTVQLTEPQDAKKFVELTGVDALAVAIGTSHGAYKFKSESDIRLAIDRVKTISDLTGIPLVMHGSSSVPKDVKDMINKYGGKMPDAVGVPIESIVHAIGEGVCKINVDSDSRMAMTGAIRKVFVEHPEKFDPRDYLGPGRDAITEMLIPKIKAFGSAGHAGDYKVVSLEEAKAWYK
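Giardia FBPA (40 nM reagent) was preincubated 10 min at RT with compound (up to 57.5 uM final), then substrate plus GAPDH/TPI/NAD/arsenate coupling system with diaphorase/resazurin was added; resorufin fluorescence (525/598 nm) was read after 20 min.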
* hit, by the source's call; ? = inconclusive; . = not tested or not shown; & = joins results of further samples; [ ] = another dose, or the depositor's remark. Unless noted, the call rests on the fitted dose curve; in most records, active means well fitted curve in the direction sought with a large enough effect; inconclusive means small, poorly fitted or top-dose-only effect, or another doubt; inactive means no such curve, though single readings can be large; an effect the other way counts as inactive or inconclusive. Random draw from the library (roughly 16% active in at least one column).

SMILES | Cycloheximide cs | AMA1 RON2 block | Shiga inhibitor | AmpC inh detg | HCMV inh | AmpC no deterg | Giardia FBPA inh
Cn1cc(-c2cc(C(=O)O)on2)cn1 | -3 | 6% | -3 | -8% | 15 | -1% | 0%
O=C(Nc1nnc(SCC(=O)N2CCCCC2)s1)c1ccc(F)cc1F | 2 | -6% | 21 | 2% | 26 | -3% | -19%
Cc1onc(-c2ccccc2)c1-c1csc(N/N=C/c2ccccc2)n1 | 2 | 6% | 18 | -2% | -7 | -45% | -10%
CCN(CC)P(=O)(Nc1ccc([N+](=O)[O-])cc1)c1c(C)nn(CCC#N)c1NC(=O)c1ccc(Cl)cc1Cl (stereo not given) | 2 | 4% | -5 | 3% | -32 | -16% | 6%
COc1ccccc1-c1nnc(SCC(=O)Nc2ccc(S(N)(=O)=O)cc2)n1C | -1 | -4% | 17 | 1% | 23 | -10% | -2%
COc1ccc(C2NC(=O)NC(O)(C(F)(F)F)C2C(=O)c2ccc(C)cc2)cc1 (stereo not given) | -6 | 7% | -11 | ? | -8 | 34% | 4%
O=C(Nc1nc(-c2ccccc2)cs1)Nc1ccc(F)cc1F | 28* | -6% | 59* | -2% | -75* | 20µM* | -1%
NC(=S)N/N=C/c1c(O)c(Br)cc2oc3c(c12)CCCC3 | 1 | 23% | -8 | 2% | -39 | -40% | 13%
COc1cccc(-n2c(COc3ccc(C)cc3)nnc2SCC(N)=O)c1 | -3 | -3% | -5 | ? | ? | 106%[activator] | 14%
COc1ccc(CN(C(=O)c2ccco2)c2ccc(C)c(C)c2)cc1 | -2 | 0% | 0 | 2% | 23 | -3% | 7%
CCC(CC)c1nnc(NC(=O)c2c(-c3ccccc3)noc2C)s1 | -3 | 6% | 8 | 1% | 58 | 0% | 2%
O=C(Nc1ccc(Br)cc1)c1ccc(N2C(=O)C3CCCCC3C2=O)cc1 (stereo not given) | 5 | -7% | 12 | ? | -9 | -20% | 6%

Reprinted from the part before: four entries; new compounds follow.
SMILES | Cycloheximide cs | AMA1 RON2 block | Shiga inhibitor | AmpC inh detg | HCMV inh | AmpC no deterg | Giardia FBPA inh
COc1cccc(-n2c(COc3ccc(C)cc3)nnc2SCC(N)=O)c1 | -3 | -3% | -5 | ? | ? | 106%[activator] | 14%
COc1ccc(CN(C(=O)c2ccco2)c2ccc(C)c(C)c2)cc1 | -2 | 0% | 0 | 2% | 23 | -3% | 7%
CCC(CC)c1nnc(NC(=O)c2c(-c3ccccc3)noc2C)s1 | -3 | 6% | 8 | 1% | 58 | 0% | 2%
O=C(Nc1ccc(Br)cc1)c1ccc(N2C(=O)C3CCCCC3C2=O)cc1 (stereo not given) | 5 | -7% | 12 | ? | -9 | -20% | 6%
COC(=O)CNC(c1ccccc1)c1cc(Br)ccc1NC(=O)CNC(=O)OCc1ccccc1 (stereo not given) | -1 | -4% | -7 | -9% | . | -4% | -3%
O=C(NCC1OCCCN1S(=O)(=O)c1cc(F)ccc1F)C(=O)NC1CCCCCC1 (stereo not given) | 15* | 6% | 6 | 2% | -14 | -3% | -1%
COc1ccc2oc(C(=O)NC(C)c3ccccn3)c(C)c2c1 (stereo not given) | . | -15% | . | . | -28 | -15% | .
CCN(c1ccccc1)S(=O)(=O)c1ccc(N2CCN(c3ccc(OC)cc3)CC2)nc1 | . | -1% | . | . | 0 | -19% | .
Cc1ccc(NC(=O)N/C=C/c2ccco2)c(C)c1 | -3 | -9% | 14 | -6% | 14 | ? | -1%
CCn1c(CNC(=O)c2ccco2)nnc1SCCOc1ccccc1 | -1 | -3% | 6 | -4% | 13 | 0% | 2%
CCCNC(=O)c1c(N)n(Cc2ccco2)c2nc3ccccc3nc12 | 5 | 68%[activator] | -7 | 4% | . | 98%[activator] | -1%
Cn1nccc1NC(=O)CC1(CC(=O)O)CCCCC1 | -1 | 0% | 10 | 9% | 55 | -5% | 3%
O=C(CN1CCCC1)N1c2ccccc2Sc2ccc(Cl)cc21 | -2 | -9% | -15 | -10% | 68 | 10% | ?
O=C(COC(=O)CCC(=O)c1ccc(F)cc1)Nc1ccc(N2CCOCC2)cc1 | -3 | -7% | 1 | ? | -8 | -10% | 7%
NC(=O)Cn1c(O)c(N=NC(=O)CNC(=O)/C=C/c2ccccc2)c2ccccc21 | -7 | 43%[activator] | 2 | -12% | 21 | -21% | -4%
CC(=O)c1ccc(N2CCN(S(=O)(=O)c3cccc4nsnc34)CC2)cc1 | -5 | -10% | -11 | 8% | 41 | -13% | 2%
COc1cccc(C2=Nn3c(nnc3-c3ccccc3C)SC2)c1 | -1 | . | -8 | . | . | . | 10µM*
O=S(=O)(NCC1CCC(NS(=O)(=O)c2c(F)cccc2F)CC1)c1ccc2c(c1)OCCO2 (stereo not given) | . | . | . | -8% | 12 | -22%&-24% | .
CC1(C)CC(NCCN2CCN(C3=CC(=C(C#N)C#N)CC(C)(C)C3)CC2)=CC(=C(C#N)C#N)C1 | -1 | 17% | -5 | 1% | -63* | -18% | -2%
FC(F)Oc1ccc(NC(=S)NC23CC4CC(CC(C4)C2)C3)cc1 | 25* | 11% | 59* | 1% | -37 | -33% | 16%
Cc1cc(NS(=O)(=O)c2ccc(NC(=O)Nc3cccc(C(F)(F)F)c3)cc2)no1 | -3 | -4% | -3 | -5% | 57 | -36% | -6%
Cc1cccc(Cn2c(=O)n(-c3ccc(CC(=O)NCc4ccco4)cc3)c(=O)c3sccc32)c1 | 2 | 3% | 8 | ? | -13 | 10% | -2%
CN(C)c1nc(N2CCN(c3ccccc3)CC2)c(C#N)c(=O)o1 | 2 | -7% | -4 | 9% | ? | -15% | -7%
CN(C(=O)COC(=O)c1cc(-c2ccccc2Cl)nc2ccccc12)C1CCS(=O)(=O)C1 (stereo not given) | -3 | -22% | -7 | -17% | 27 | 138%[activator] | -3%
CN1C(=O)CS(=O)c2ccc(C(=O)NC3CC3)cc21 (stereo not given) | 6 | 0% | -7 | 7% | 24 | 11% | -7%
Cc1ccc(S(=O)(=O)Nc2ccccc2-c2ccccc2NS(=O)(=O)c2ccc(C)cc2)cc1 | 4 | -9% | 15 | 5% | 28 | -4% | -1%
COc1ccc(S(=O)(=O)N2CCC(C(=O)N[C@@H](C)C(=O)NC3CC3)CC2)cc1 | -4 | 11% | -3 | 2% | -18 | -12% | -3%
CN=C(Nc1cccc(OC)c1)SC1CC(=O)N(c2ccc(C(=O)O)cc2)C1=O (stereo not given) | 1 | -13% | -12 | ? | ? | -10% | 5%
CCn1cc(CN2CCN(CCc3ccccc3)C(CCO)C2)c(C)n1 (stereo not given) | -2 | 11% | -4 | 11% | 33 | -7% | 1%
O=C(NCCc1csc(-c2cccnc2)n1)c1cccc(Cl)c1 | 10 | -14% | 41 | 2%&2% | ? | -19% | 6%
O=C(c1ccccc1C(=O)N(c1ccccc1)c1ccccc1)N1CCCCC1 | -4 | 11% | -5 | 1% | -26 | 31% | 1%
CC(=O)Nc1ccc(N(C(=O)CNC(=O)c2cccs2)C(C(=O)NC(C)(C)C)c2ccccc2)cc1 (stereo not given) | -1 | 1% | -28 | 0% | 1 | -15% | 0%
COc1ccc(N2C(=O)C3CCCN3C2c2cccc(OC)c2OC)cc1 (stereo not given) | -4 | -3% | -6 | -8% | 15 | -7% | 0%
O=C(CNC(=O)c1ccccc1F)Nc1ccncc1 | . | 0% | . | ? | -24 | -20% | .
O=S(=O)(c1cc(Br)c(Cl)s1)N1CCCC1 | -1 | -1% | 10 | 3% | -3 | -33% | 3%
Cc1ccc(-n2ncc3c(=O)n(Cc4cccnc4)cnc32)cc1 | 2 | 1% | 24 | -20% | -17 | 15% | 0%
COc1cccc(OCc2cc(C(=O)NCCN3CCCCC3CO)no2)c1 (stereo not given) | 12 | -2% | 14 | -6% | ? | 6% | .
Cc1ccccc1N=Nc1c(N)n[nH]c1N | 9 | 52%[activator] | 9 | ? | 15 | -27% | 11%
C[C@H](CO)N1C[C@H](C)[C@@H](CN(C)C(=O)Nc2ccc3c(c2)OCO3)Oc2c(NC(=O)c3ccncc3)cccc2C1=O | . | 6% | . | . | 4 | 0% | .
CSc1ccc(Cl)c(C(=O)Nc2cc(S(=O)(=O)N3CCOCC3)ccc2N2CCOCC2)c1 | . | -13% | . | . | 58 | 91%[activator] | .
O=C(c1cc([N+](=O)[O-])ccc1Cl)N1CCN(c2ccccn2)CC1 | 13 | 48%[activator] | 4 | -7% | 44 | 1%[2.29 µM] | 2%
Cc1ccc(-c2nnc(-c3cccs3)o2)cc1 | 31* | 17% | 72* | -6% | 13 | -9% | -1%
O=C(CS(=O)(=O)c1cn(Cc2ccc(Cl)cc2)c2ccccc12)N1CCCCC1 | -3 | 0% | 1 | ? | -36 | -9% | 1%
Cc1[nH]n(-c2ccccc2)c(=O)c1N=Nc1ccccc1C(=O)N1CCOCC1 | -4 | 27% | -2 | 5% | -2 | -13% | -15%
COCC(=O)Nc1ccc(N2CCOCC2)c(S(=O)(=O)Nc2ccccc2OC)c1 | . | 0% | . | . | -23 | -2% | .
COC(=O)c1ccc(C(=O)OC)nc1 | 1 | 31%[activator] | -13 | 3% | 17 | -2% | 1%
Cc1ccc(NC(=O)CCc2ccc(S(=O)(=O)NC3CCCCC3)cc2)cc1 | 8 | 12% | -4 | -12% | -17 | -29% | 0%
Cc1ccc(NC(=O)C(c2ccccc2)N2CCN(CC(=O)N3CCOCC3)CC2)cc1Cl (stereo not given) | . | 0% | . | -10% | -18 | 236%[activator] | .

Part of the list above, in markdown:
| compound | Cycloheximide cs | AMA1 RON2 block | Shiga inhibitor | AmpC inh detg | HCMV inh | AmpC no deterg | Giardia FBPA inh |
| --- | --- | --- | --- | --- | --- | --- | --- |
| COC(=O)c1ccc(C(=O)OC)nc1 | 1 | 31%[activator] | -13 | 3% | 17 | -2% | 1% |
| Cc1ccc(-c2nnc(-c3cccs3)o2)cc1 | 31* | 17% | 72* | -6% | 13 | -9% | -1% |
